Pol beta inh – DNA polymerase beta (human) inhibition | Pol beta primer extension/strand displacement, fluorescence kinetic | 1.3% of 340,000 active | P06746 | Potency, µM (series often up to 114 µM), without a hit: at the top dose activity change, negative = inhibition, most hits filed as inhibitors; also: % is scaled to controls: 0 for no effect and ±100 for the full control effect
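Curves were derived by four-parameter Hill fits of normalized qHTS data. The kinetic fluorescent primer-extension read was taken at 0 and 10 min after 50 nM substrate, following a 15 min room-temperature preincubation of 10 nM enzyme with compounds.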
Apoferritin bind – binds horse apoferritin like a general anesthetic; Potency, µM (highest dose often 77.5 µM), for inactives: at the top dose activity change, negative = displacement, most hits filed as inhibitors; apoferritin/1-aminoanthracene competitive binding, fluorescence; 0.074% of 350,000 active; AID 485281; also: % is scaled to controls: 0 for no effect and ±100 for the full control effect; nearly all actives have a fitted effect of over 20% in size
Target sequence (P02791 2-175 limits assumed): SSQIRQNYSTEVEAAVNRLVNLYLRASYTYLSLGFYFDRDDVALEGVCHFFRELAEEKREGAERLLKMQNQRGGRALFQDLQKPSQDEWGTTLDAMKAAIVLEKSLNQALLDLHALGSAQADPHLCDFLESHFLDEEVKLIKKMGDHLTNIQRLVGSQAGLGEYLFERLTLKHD
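In PBS, apoferritin at 10 uM is loaded with 1-AMA from a 50% saturated solution. After 10 min of compound exposure at ambient temperature, reduced 535 nm fluorescence indicates probe displacement.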
POLH inh – DNA polymerase eta (human) inhibition. 1.2% of 390,000 active. Q9Y253. Potency, µM (top dose mostly 114 µM), for inactives: at the highest dose activity change, negative = inhibition, usual class: inhibitors. recombinant Pol eta, fluorescent DNA replication assay; also: % is scaled to controls: 0 for no effect and ±100 for the full control effect
Target sequence (Q9Y253 whole entry, looked up): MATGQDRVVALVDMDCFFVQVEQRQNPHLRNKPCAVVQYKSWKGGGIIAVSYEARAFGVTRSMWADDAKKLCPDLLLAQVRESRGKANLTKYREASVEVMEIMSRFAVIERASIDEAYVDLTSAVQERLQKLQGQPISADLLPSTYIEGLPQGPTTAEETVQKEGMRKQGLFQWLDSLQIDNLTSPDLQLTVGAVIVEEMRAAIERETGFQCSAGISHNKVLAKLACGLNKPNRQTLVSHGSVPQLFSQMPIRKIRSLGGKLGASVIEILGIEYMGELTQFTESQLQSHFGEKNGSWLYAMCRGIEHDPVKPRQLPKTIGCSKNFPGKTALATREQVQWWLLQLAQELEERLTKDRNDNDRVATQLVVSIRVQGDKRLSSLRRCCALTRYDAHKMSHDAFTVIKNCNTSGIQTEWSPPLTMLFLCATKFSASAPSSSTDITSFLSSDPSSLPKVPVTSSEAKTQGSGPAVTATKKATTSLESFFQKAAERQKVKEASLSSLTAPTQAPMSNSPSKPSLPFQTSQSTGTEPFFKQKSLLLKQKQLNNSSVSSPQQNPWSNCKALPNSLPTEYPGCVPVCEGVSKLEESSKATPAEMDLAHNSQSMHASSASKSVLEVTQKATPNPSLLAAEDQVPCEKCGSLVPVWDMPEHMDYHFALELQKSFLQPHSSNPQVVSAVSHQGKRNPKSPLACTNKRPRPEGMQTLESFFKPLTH
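Pol eta at 10 nM preincubated with compounds 15 min at room temperature; reaction started with fluorescent substrate (50 nM final) and read kinetically at 0 and 10 min.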
POLK inh – DNA polymerase kappa (human) inhibition | Potency, µM (highest dose often 107 µM), for inactives: at the top dose activity, negative = inhibition, usual class: inhibitors | 0.53% of 400,000 active | Q9UBT6 | purified Pol kappa, fluorescent DNA synthesis assay, 10 min; also: % is scaled to controls: 0 for no effect and ±100 for the full control effect
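50 nM final substrate added after 15 min RT preincubation of 10 nM Pol kappa with compound; fluorescence read at 0 and 10 min.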
APE1 inh – inhibitors of human APE1 endonuclease | 0.35% of 350,000 active | P27695 | AID 2517 | Potency, µM (series often up to 65.8 µM), without a hit: at the highest dose activity change, negative = inhibition, most hits filed as inhibitors | recombinant APE1, TAMRA/BHQ-2 abasic DNA cleavage fluorescence;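 also: plate controls were vehicle for no effect and reference inhibitor for full effect; nearly all actives have a fitted effect of over 55% in size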
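0.75 nM APE1 + cpd, 15 min RT; start w/ 50 nM TAMRA/BHQ-2 THF-abasic dsDNA; kinetic fluor 525/598 nm ×3 reads @60 s; Δ(read3−read1); normalized to DMSO and NSC13755 control wells.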
BAZ2B inh – BAZ2B (human) inhibition; Q9UIF8; AlphaScreen BAZ2B-H3K14Ac peptide displacement; Potency, µM (highest dose often 114 µM), without a hit: top-dose activity change, negative = inhibition, usual class: inhibitors; 4.4% of 360,000 active; AID 504333; also: % is scaled to controls: 0 for no effect and ±100 for the full control effect; nearly all actives have a fitted effect of over 60% in size
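In this displacement format the biotinylated H3(5-23) peptide acetylated at Lys14 serves as ligand at 50 nM, with BAZ2B at 50 nM in PBS pH 7.4 containing 0.01% Tween-20. Donor and acceptor beads are 10 ug/mL final.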
BLM helicase inh – inhibitors of human Bloom syndrome helicase BLM; P54132; recombinant BLM DNA unwinding, fluorescence dequenching; Potency, µM (series often up to 56.1 µM), for inactives: at the top dose activity change, negative = inhibition, actives largely listed as inhibitors; 0.2% of 350,000 active;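 also: plate controls were vehicle for no effect and no enzyme for full effect; nearly all actives have a fitted effect of over 35% in size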
POLI inh – DNA polymerase iota (human) inhibition. AID 588590. 1% of 390,000 active. Potency, µM (titrated, usually from 115 µM), for inactives: top-dose activity, negative = inhibition, hits mostly inhibitors. Pol iota fluorescent replication assay, 10 min
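Pol iota at 10 nM preincubated 15 min with compounds at room temperature; reaction started with fluorescent substrate, 50 nM final. Fluorescence read kinetically at 0 and 10 min; buffer-only wells as negative control.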
G9a block – blocks human histone lysine methyltransferase G9a | 8.8% of 350,000 active | Potency, µM (highest dose often 102 µM), for the others: at the highest dose activity, negative = inhibition, actives largely listed as inhibitors | G9a H3K9 monomethylation, AlphaScreen, 2 h; also: % is scaled to controls: 0 for no effect and ±100 for the full control effect; nearly all actives have a fitted effect of over 75% in size
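G9a (20 nM) was preincubated 15 min with compound, then reacted 2 h at room temperature with 500 nM biotin-H3K9 peptide and 20 µM SAM. Monomethyl-H3K9 detected by AlphaScreen using anti-H3K9me1 antibody.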
* hit, by the source's call; ? = inconclusive; . = not tested or not shown; & = joins results of further samples; [ ] = another dose, or the depositor's remark. Calls follow the shape of the dose curve; as a rule, active = well fitted curve in the direction sought with a large enough effect; inconclusive = small, poorly fitted or top-dose-only effect, or another doubt; inactive = no such curve, though single readings can be large; an effect the other way counts as inactive or inconclusive. Potency is read from the fitted curve at half-maximal effect. This is a subset; rates above refer to the full screens.

1. CCC(=O)N/C(=N/c1nc(C)cc(C)n1)Nc1ccc(C)cc1
2. COc1cc2c(cc1OC)C(C(=O)O)C(c1ccc(C)o1)N(C)C2=O (configuration not stated)
3. Oc1c(Cl)cc(Cl)cc1C=Nc1ccccc1N1CCCC1
4. CCCc1nc(-c2ccccc2O)n(-c2ccccc2)n1
5. COc1cccc(NC(=O)Nc2nc(SC)ns2)c1
6. O=C(C(=O)N1CCN(c2cccc(Cl)c2)CC1)c1cn(CC(=O)N2CCOCC2)c2ccccc12
screen / no.	1	2	3	4	5	6
Pol beta inh	19%	52%[activator]	?	1%	15%	-28%
Apoferritin bind	-5%	-10%	-7%	-11%	-2%	?
POLH inh	-16%	-9%	.	-2%	-16%	-13%
POLK inh	-16%[60.1 µM]	-24%	.	-17%	1%	-2%
APE1 inh	-11%	11%	-8%	6%	28%	-4%
BAZ2B inh	15%	-4%	45µM*	14%	-3%	-29%
BLM helicase inh	1%	-10%	0%	-4%	-2%	-4%
POLI inh	7%	35%[activator]	.	-6%	-6%	32%[activator]
G9a block	17%[2.33 µM]	-13%[59 µM]	10µM*	25%[59 µM]	-7%	3%

7. COc1ccc(-n2ccnc(NCc3ccccc3OC)c2=O)cc1
8. O=C(Nc1nncs1)c1cc(-c2ccco2)nc2ccccc12
9. C/C(=N\NC(=O)c1ccn(C)n1)c1ccco1
10. Cc1noc(C)c1CSCC(=O)Nc1cc(Cl)ccc1N1CCOCC1
11. COc1ccc(NS(=O)(=O)c2ccc(F)c(Cl)c2)cn1
12. CCC(=O)N1c2ccc(S(=O)(=O)CCC(=O)N3CCN(c4ccccc4)CC3)cc2CC1C (configuration not stated)
screen / no.	7	8	9	10	11	12
Pol beta inh	-1%	.	46%	-19%	58%	0%
Apoferritin bind	-14%	.	0%	-9%	-10%	-19%
POLH inh	-17%	14µM*	2%	-15%	-3%	6%
POLK inh	-3%	?	2%	-5%	-12%	8%
APE1 inh	.	-30%	63%[activator]	27%	-12%	-3%
BAZ2B inh	?	.	4%	-15%	-3%	-28%
BLM helicase inh	-2%	.	-2%	-5%	-5%	-5%
POLI inh	-13%	?	-3%	26%	148%[activator]	-24%
G9a block	-36%[59 µM]	.	?	7%	3%	21%[0.501 µM]

13. CCOc1nc2ccccc2cc1C=O
14. c1cnc(N2CCN(Cc3ccc4c(c3)OCO4)CC2)nc1
15. c1ccc(-c2n[nH]c3ccccc23)cc1
16. COc1ccc(N2CCN(S(=O)(=O)CCNS(=O)(=O)c3ccccc3)CC2)cc1
17. CCOC(=O)C1CCN(C(=O)C2CCCN(S(=O)(=O)c3ccc(OC)c(Cl)c3)C2)CC1 (configuration not stated)
18. Cc1ccc2[nH]cc(CCCN3C(=O)c4ccccc4C3=O)c2c1
screen / no.	13	14	15	16	17	18
Pol beta inh	-22%	21%[57.1 µM]	-21%	.	8%	-23%
Apoferritin bind	-9%	1%	-10%	.	-7%	?
POLH inh	-4%	-9%	-17%	-20%	-5%	-18%
POLK inh	0%	-16%[60.1 µM]	7%	-7%	-10%	-22%
APE1 inh	2%	17%	1%	9%	17%	-4%
BAZ2B inh	-12%	-17%&-3%	8%	-3%	-15%	?
BLM helicase inh	5%	-8%	3%	.	-4%	-7%
POLI inh	118%[activator]	-6%	11%	-8%	16%	2%
G9a block	20%	1%[59 µM]	-23%[12.7 µM]	14µM*	2%	45µM*

19. COc1ccc(NC(=S)N(CCN2CCCCC2)Cc2ccco2)cc1
20. CC(=O)NCCOc1ccc(C(=O)O)cc1
21. Cc1ccc(S(=O)(=O)CC(=O)Nc2ncc([N+](=O)[O-])s2)cc1
22. C/C(CCc1ccccc1)=N\NC(=O)CCc1ccccc1
23. CC(=O)c1c(C)[nH]c(C(=O)COC(=O)c2cccc(S(=O)(=O)N(C)c3ccccc3)c2)c1C
24. Cc1ccc(-c2noc(CSc3nnc(-c4ccc(Cl)cc4)n3C)n2)cc1
screen / no.	19	20	21	22	23	24
Pol beta inh	13%	64%	3%	23%	2%	-13%
Apoferritin bind	-8%	-4%	-10%	-15%	-2%	-15%
POLH inh	-18%	-16%	9%	-22%	-11%	-15%
POLK inh	-1%	-8%	-12%	-1%	-2%	0%
APE1 inh	15%	-16%	-12%	2%	3%	.
BAZ2B inh	.	-37%	-38%	3%	-32%	-2%
BLM helicase inh	0%	0%	0%	-1%	6%	-5%
POLI inh	76%[activator]	16%	2%	19%	-2%	15%
G9a block	?	-33%[59 µM]	?	-4%[59 µM]	-45%[59 µM]	2%[59 µM]

25. O=C(COc1ccccc1)OC(C(=O)c1ccccc1)c1ccccc1 (configuration not stated)
26. CCOc1ccc(NC(=O)Cc2ccc(S(=O)(=O)N3CCCCC3)cc2)cc1OCC
27. Cc1nn(-c2ccccc2)c(Cl)c1/C=N/NC(=O)c1ccccc1F
28. O=C(Nc1ccccc1)Nc1cccc2ccccc12
29. S=C(NCc1ccco1)N/N=C/c1ccncc1
30. COc1ccc(/C=N/N=C(\N)c2nonc2N)cc1OC
screen / no.	25	26	27	28	29	30
Pol beta inh	0%	.	18%	5%	31%	-17%
Apoferritin bind	-7%	.	?	-11%	-5%	-11%
POLH inh	-9%	-22%	-25%	-6%	-2%	-22%
POLK inh	?	6%	-11%	-14%	-4%	-5%
APE1 inh	2%	9%	0%	13%	-2%	3%
BAZ2B inh	35%	.	-21%	2%	-23%	-22%
BLM helicase inh	-9%	.	-1%	-4%	-2%	-8%
POLI inh	3%	2%	2%[58.9 µM]	14%	22%	66%[activator]
G9a block	89%[activator][59 µM]	.	5%	.	4%	-34%

31. COc1ccc(-c2nc3ccccc3n2Cc2ccc(C)cc2)cc1
32. Cc1ccc(S(=O)(=O)N(CCCN(C)C)Cc2ccc3c(c2)OCO3)cc1
33. COc1cc(-c2nn3c(-c4cccnc4)nnc3s2)cc(OC)c1OC
34. CCCC1C2CN(C(C)=O)CC=C2C(C#N)=C(N)C1(C#N)C#N (configuration not stated)
35. Cc1ccc(NC(=O)N[C@H](C(=O)O)C(C)C)c(C)c1
36. COc1ccccc1CNC(=O)CCS(=O)(=O)c1ccc2c(c1)CC(C)N2C(=O)C1CC1 (configuration not stated)
screen / no.	31	32	33	34	35	36
Pol beta inh	18%	1%	-1%	5%	-4%	83%&11%
Apoferritin bind	8%	-4%	-6%	32%[activator]	-5%	-8%&3%
POLH inh	-18%	-7%	5%	-5%	-9%	-16%&-9%
POLK inh	-12%	0%	0%	7%	1%	6%&9%
APE1 inh	0%	-2%	-2%	0%	2%	26%
BAZ2B inh	?	-4%	0%	-6%	0%	1%&-10%
BLM helicase inh	-12%	3%	2%	-4%	1%	3%&1%
POLI inh	3%	?	4%	?	?	10%&12%
G9a block	6%[59 µM]	11%	-3%	14µM*	-39%	59%[activator]

37. Cc1ccc(N(C(=O)Nc2ccccc2)C2=NCCC2)cc1
38. Nc1nc(Cl)nc2c1ncn2[C@@H]1O[C@H](CO)[C@H](O)[C@H]1O
39. Cc1ccc(Nc2nnc(-c3ccc(C)c(S(=O)(=O)N4CCOCC4)c3)c3ccccc23)c(C)c1
40. O=S(=O)(c1ccccc1)N1CCC[C@@]2(CCN(Cc3cc(C(F)(F)F)cc(C(F)(F)F)c3)C2)C1
41. CC(=O)c1cccc(NC(=O)COC(=O)Cn2cnc3ccccc32)c1
42. Cc1ccc(-c2csc(=S)n2CC(=O)OCC(=O)NCc2ccc(F)cc2)cc1
screen / no.	37	38	39	40	41	42
Pol beta inh	-15%	-3%[57.1 µM]	7%	.	.	3%
Apoferritin bind	1%	.	-14%	.	.	?
POLH inh	-13%	-3%[57.1 µM]	-20%	.	-10%	.
POLK inh	-10%	.	-19%	?	-8%	.
APE1 inh	-2%	-3%	.	8%	19%	1%
BAZ2B inh	-9%	.	-19%	.	.	-2%
BLM helicase inh	-4%	.	-8%	-2%	.	-7%
POLI inh	-16%	-9%[58.9 µM]	-7%	.	-8%	.
G9a block	.	33%[activator][12.7 µM]	-46%[59 µM]	4%[12.7 µM]	.	12%[12.7 µM]

43. CCCCCC(=O)NNC1=NCC(Cc2ccccc2)S1 (configuration not stated)
44. CSc1nc(N)nc(SCC(=O)C(C)(C)C)c1C#N
45. COCC(=O)N1CCC(Oc2ccc(C(=O)NCc3csc(C(C)C)n3)cc2)CC1
46. COc1ccccc1C(=O)Nc1ccc(OCc2cc(=O)n3cc(C)sc3n2)cc1
47. CC(C)c1cccc(C(C)C)c1OC(=O)[C@H]1OC(C(C)(C)C)=C[C@@H]1c1ccccc1
48. CCn1c(SCC(=O)O)nnc1-c1cccnc1
49. Cc1ccc(OCC(O)CNS(=O)(=O)c2ccccc2C(=O)N2CCCCC2)cc1 (configuration not stated)
50. COc1ccccc1C(=O)Nc1cc(C)ccc1NC(=O)c1ccco1
screen / no.	43	44	45	46	47	48	49	50
Pol beta inh	7%	-18%	7%	30%	.	0%	-12%	-12%
Apoferritin bind	-20%	-23%	-4%	-5%	.	-9%	-13%	-6%
POLH inh	-21%	-13%	-16%	-8%	-12%	-8%	-4%	4%
POLK inh	-3%	0%	0%	-2%	-2%	8%	-10%	-4%
APE1 inh	10%	5%	9%	.	19%	0%	3%	7%
BAZ2B inh	.	3%	-3%	-8%	?	2%	.	-5%
BLM helicase inh	-2%	-4%	1%	-3%	.	0%	-4%	-5%
POLI inh	160%[activator]	3%	29%	3%	16%	101%[activator]	22%	-12%
G9a block	8%	10%[59 µM]	20%[59 µM]	-4%[59 µM]	3%[0.501 µM]	5%	18%[59 µM]	.
